Screens: PubChem, National Center for Advancing Translational Sciences (NCATS)
BRCT PPI red: qHTS Assay for Inhibitors of BRCT-Phosphoprotein Interaction (Red Fluorophore); Breast cancer type 1 susceptibility protein (Homo sapiens), P38398; BRCT-phosphopeptide binding, red fluorescence polarization; Potency, µM (top dose mostly 76.9 µM), inactives show at the highest dose activity change, negative = inhibition, actives largely listed as inhibitors; hit rate 0.03% among 75,000; also: % is scaled to controls: 0 for no effect and ±100 for the full control effect
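Fluorescence polarization: 100 nM His-tagged BRCA1 BRCT with 100 nM TAMRA-labelled phospho-BACH1 decapeptide, phosphate buffer pH 7.3 with 150 mM NaCl, DTT, 0.01% Tween 20; 12 min RT. Binding inhibition seen as FP decrease.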
Rhodamine fluor: qHTS Assay for Spectroscopic Profiling in Rhodamine Spectral Region. AID 594, 2007. max dye-equivalent concentration, M. hit rate 0.05% among 59,000. Rhodamine-region fluorescence, 547/598 nm, Tris buffer; active compounds read high; in the data active = max dye-equivalent concentration above about 11 nM; inconclusive = between about 1.1 nM and that limit
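Intensities are converted to rhodamine-equivalent concentration using a six-point rhodamine standard on each plate. Compounds sit 15 min at room temperature in 100 mM Tris buffer, pH 8.0; read uses the 547/598 nm excitation/emission pair.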
HEK293 cAMP ctrl: qHTS Assay for Agonists of the Thyroid Stimulating Hormone Receptor: Activators of Intracellular cAMP Concentrations in Parental HEK 293. parental HEK293 CNG cAMP sensor, membrane potential fluorescence. Potency, µM (top dose mostly 57.1 µM), without a hit: at the highest dose activation, most hits filed as activators. AID 938, 2007. hit rate 2.5% among 73,000; also: potency is read from the fitted curve at half-maximal effect; % of control where 0% means no effect; nearly all actives have a fitted effect of over 55% in size
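Parental HEK 293 cells stably expressing a cAMP-gated CNG channel were loaded with membrane potential dye containing 100 uM RO 20-1724 for 60 min. Compound added for 30 min; depolarization read as fluorescence intensity at 590 nm.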
USP2a inhib: qHTS Assay for Inhibitors of Ubiquitin-specific Protease USP2a; USP2a enzymatic assay, qHTS inhibition; hit rate 0.1% among 60,000; AID 927, 2007; Ubiquitin carboxyl-terminal hydrolase 2 (Homo sapiens), O75604; Potency, µM (top dose mostly 38.3 µM), for the others: at the highest dose activity change, negative = inhibition, most hits filed as inhibitors;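 also: potency is read from the fitted curve at half-maximal effect; nearly all actives have a fitted effect of over 60% in size; plate controls were DMSO for no effect and NEM full inhibition control for full effect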
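20 nM USP2 core + cpd, 30 min RT; add 20 nM Ub-PLA2/20 uM NBD C6-HPC; read Ex460/Em535 at 0 h and 2.5 h. Normalized to NEM; qHTS curve fit/classification.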
Casp7 inh: qHTS Assay for Allosteric/Competitive Inhibitors of Caspase-7 | P55210 | recombinant caspase-7, Ac-DEVD-AFC fluorescence rate | Potency, µM (doses to about 57.5 µM), for the others: top-dose activity change, negative = inhibition, most hits filed as inhibitors | hit rate 0.02% among 75,000; active = well fitted inhibition curve with a large enough effect in the main read-out, with a control signal flat, not every such curve was filed as active; inconclusive = small, poorly fitted or top-dose-only effect, or a change in a side signal; also: potency is read from the fitted curve at half-maximal effect; % of control where 0% means no effect
Casp1 inh: qHTS Assay for Allosteric/Competitive Inhibitors of Caspase-1 | P29466 | Caspase-1 enzyme, Ac-WEHD-AFC fluorogenic rate | Potency, µM (titrated, usually from 57.5 µM), without a hit: at the top dose activity change, negative = inhibition, actives largely listed as inhibitors | hit rate 0.03% among 75,000;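 also: potency is read from the fitted curve at half-maximal effect; plate controls were vehicle for no effect and no substrate for full effect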
HADH2 inhib: qHTS Assay for Inhibitors of HADH2 (Hydroxyacyl-Coenzyme A Dehydrogenase, Type II). recombinant HADH2, NADH fluorescence, beta-hydroxybutyryl-CoA. Potency, µM (titrated, usually from 57.1 µM), for the others: top-dose activity change, negative = inhibition, usual class: inhibitors. hit rate 3.4% among 73,000; also: potency is read from the fitted curve at half-maximal effect; % is scaled to controls: 0 for no effect and ±100 for the full control effect; nearly all actives have a fitted effect of over 60% in size; many of its hits are not listed in these tables
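His-tagged recombinant enzyme from E. coli, 20 nM, preincubated 15 min RT with compound; reaction started with 1 mM NAD+ and 90 uM beta-hydroxybutyryl-CoA in 100 mM Tris-HCl pH 9.0. NADH fluorescence (ex 360/em 450) read over 4 min; last-minus-first difference.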
DNA Pol III inh: qHTS Assay for Inhibitors of DNA Polymerase III Holoenzyme System; AID 603, 2007; Potency, µM (series often up to 57.1 µM), for the others: at the top dose activity change, negative = inhibition; hit rate 0.25% among 71,000; reconstituted DNA polymerase III holoenzyme replication, biochemical; also: potency is read from the fitted curve at half-maximal effect; % is scaled to controls: 0 for no effect and ±100 for the full control effect
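Reconstituted *E. coli* holoenzyme (0.35 nM Pol III, 1 nM beta, 154 nM SSB, 2 nM primase) was preincubated with compound for 15 min at RT. Synthesis on 1.4 nM ssM13Gori ran 35 min, then was stopped with PicoGreen/EDTA and read as dsDNA fluorescence.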
BRCT PPI green: qHTS Assay for Inhibitors of BRCT-Phosphoprotein Interaction (Green Fluorophore). Breast cancer type 1 susceptibility protein (Homo sapiens), P38398. BRCA1 BRCT-phosphopeptide binding, green fluorescence polarization. Potency, µM (titrated, usually from 76.9 µM), for inactives: at the highest dose activity change, negative = inhibition, usual class: inhibitors. hit rate 0.05% among 75,000;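 also: potency is read from the fitted curve at half-maximal effect; plate controls were peptide without protein for full effect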
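Compounds were incubated for 12 min at room temperature with a complex of 100 nM fluorescein-tagged pBACH1 decapeptide and 250 nM His-tagged BRCT protein. Buffer was phosphate pH 7.3 with EDTA, DTT and Tween 20. Disruption of binding lowers the polarization signal.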
Tau fil binding: qHTS Assay for Tau Filament Binding. AID 596, 2007. recombinant tau filaments, thioflavin S fluorescence, 15 h; filaments grown with octadecylsulfate alongside compound. Potency, µM (top dose mostly 57.1 µM), without a hit: at the highest dose activity change, negative = inhibition. hit rate 2% among 71,000;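 also: potency is read from the fitted curve at half-maximal effect; % is scaled to controls: 0 for no effect and ±100 for the full control effect; actives lower thioflavin S fluorescence by blocking filaments or displacing dye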
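Tau 2 uM in ThS buffer dispensed; compound added; 60 uM ODS added (finals 1 uM tau, 30 uM ODS); 15 h 37 C; fluor ex450/em510.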
15-hLO inh: qHTS Assay for Inhibitors of 15-hLO (15-human lipoxygenase). purified 15hLO-1, xylenol orange hydroperoxide absorbance. AID 887, 2007. Potency, µM (highest dose often 57.1 µM), for inactives: at the top dose activity change, negative = inhibition, most hits filed as inhibitors. hit rate 1.4% among 74,000; also: potency is read from the fitted curve at half-maximal effect; % is scaled to controls: 0 for no effect and ±100 for the full control effect; nearly all actives have a fitted effect of over 55% in size
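Hydroperoxide formed from arachidonic acid (50 uM) by purified human 15hLO-1 (40 nM) oxidizes ferrous iron, and the ferric-xylenol orange complex is read at 573 versus 405 nm. Compounds were preincubated 15 min; reaction ran 6 min at room temperature.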
Active calls of the source: *; i = inactive; ? = inconclusive; · = no result given; [ ] = remark or other dose. Unless noted, calls follow the shape of the dose curve; as a rule, active = well fitted curve in the direction sought with a large enough effect; inconclusive = small, poorly fitted or top-dose-only effect, or another doubt; inactive = no such curve, though single readings can be large; an effect the other way counts as inactive or inconclusive. This is a subset; the hit share may differ from the screen's.

| entry | SMILES | Casp1 inh | Tau fil binding | BRCT PPI red | BRCT PPI green | 15-hLO inh | USP2a inhib | Casp7 inh | Rhodamine fluor | HADH2 inhib | DNA Pol III inh | HEK293 cAMP ctrl |
| --- | --- | --- | --- | --- | --- | --- | --- | --- | --- | --- | --- | --- |
| 1 | COc1ccccc1N(C)S(=O)(=O)c1ccc(C(=O)NC2=NCCS2)cc1 | 1.0% | 62.1% | 0.9% | -1.8% | -13.6% | 5.8% | 0.2% | i | 11.6% | -9.2% | -9.0% |
| 2 | CCOC(=O)NC1(C(F)(F)F)N=C(c2ccccc2)NC1=O (stereo not drawn) | 0.7% | -3.5% | 1.8% | -1.9% | -1.0% | -0.4% | 0.6% | i | -2.5% | 1.6% | -1.8% |
| 3 | CSc1nc(-c2ccccc2)nc2c1COC(C)(C)C2 | -0.3% | -9.0% | -1.6% | -2.5% | 4.8% | 4.5% | -1.6% | i | 9.6% | -2.5% | 17.6% |
| 4 | CCOC(=O)c1sc(NC(=O)CSc2nnnn2-c2ccccc2)nc1C | -5.1% | i[11.4 µM] | -0.2% | 0.5% | -4.5%[11.4 µM] | 24.7%[7.66 µM] | -2.0% | · | -3.5%[11.4 µM] | 4.9%[11.4 µM] | 16.3%[11.4 µM] |
| 5 | COc1ccc(C2CC(=O)N3CN(c4ccc(C)c(Cl)c4)CSC3=C2C#N)cc1 (stereo not drawn) | -3.2% | -9.7% | 0.1% | -1.1% | ? | · | -3.1% | · | 1.58µM* | -4.3% | 12.1% |
| 6 | c1ccc(C(c2nnnn2C2CCCCC2)N2CCc3ccccc3C2)nc1 (stereo not drawn) | ? | -7.0% | 0.1% | -0.6% | 4.8% | -7.4% | -26.4% | i | 4.1% | -9.4% | 19.4% |
| 7 | CCCCCOC(=O)Nc1nnc(CCC)s1 | 3.0% | 10.6% | -1.2% | -1.2% | 0.4% | 7.1% | 0.0% | · | 2.5% | -1.7% | 12.8% |
| 8 | Cc1cc(C)c(NC(=O)Cn2c(=O)n(Cc3ccco3)c(=O)c3ccccc32)c(C)c1 | 1.1% | i | 0.4% | -4.6% | -17.9% | -7.9% | -4.7% | i | 11.7% | -4.4% | ? |
| 9 | CCn1cc(C(=O)OC(C)C(=O)Nc2c(C)n(C)n(-c3ccccc3)c2=O)c(=O)c2ccc(C)nc21 (stereo not drawn) | -0.1% | -3.1% | -0.5% | 0.5% | 4.6% | -1.8% | -1.0% | i | -5.3% | 13.3% | 5.2% |
| 10 | CCn1c(COc2ccccc2C(N)=O)nc2ccccc21 | -1.9% | 6.4% | -0.2% | -0.1% | 19.0% | 0.8% | 2.4% | i | 9.6% | -2.3% | 2.5% |
| 11 | CN(C)S(=O)(=O)Nc1ccc(Oc2ccccc2)cc1 | -3.2% | -23.2% | -2.4% | -2.6% | -7.4% | 0.7% | -15.2% | i | 12.3% | -9.7% | 13.2% |
| 12 | CCN1C(c2ccc(F)cc2)=CS/C1=C(\C#N)c1nnc2n1-c1ccccc1SC2 | -6.9% | 51.7% | 1.0% | -1.4% | -16.2% | 12.4% | -9.0% | i | 14.0% | 6.3% | 25.4% |
| 13 | COCC(=O)N1CCC[C@@]2(CCN(Cc3cc(C(F)(F)F)cc(C(F)(F)F)c3)C2)C1 | -1.5% | -3.7% | -0.4% | -7.3% | 0.7% | 30.8%[activator] | 0.9% | i | 1.0% | -6.7% | ? |
| 14 | COc1ccccc1Nc1nc(N)nc(-c2cc3ccccc3o2)n1 | -4.5% | 51.1% | 0.9% | 2.0% | -6.2% | 28.3% | -5.4% | i | 12.0% | -9.5% | 7.3% |
| 15 | COc1ccc(Cl)cc1NC(=O)CN1C(=O)CCS(=O)(=O)c2ccccc21 | -0.4% | 4.1% | 0.1% | -0.6% | -2.1% | 15.7% | -1.4% | i | ? | 1.1% | 4.5% |
| 16 | COC1C[C@@H](O[C@@H]2C(C)C(=O)OC(C)C(C)C(O)C(C)C(=O)[C@@]3(CO3)CC(C)C(OC3OC(C)CC(N(C)C)C3O)C2C)OC(C)[C@@H]1O (stereo partly drawn) | 2.0% | · | 1.3% | -1.6%[3.08 µM] | -2.5% | 9.1% | 2.6% | · | · | · | · |
| 17 | O=c1cc(-c2ccccc2)oc2c1ccc1ccccc12 | -0.3% | 221.2% | -2.3% | 0.8% | -8.7%[25.6 µM] | · | -3.0% | i | ? | -9.0% | 31.6µM* |
| 18 | CCn1c(SCC(=O)NCCc2ccccc2)nnc1-c1ccco1 | -1.1% | -10.7% | -2.7% | 1.9% | 26.5% | -6.3% | -0.7% | i | 9.8% | -3.6% | 16.2% |
| 19 | COC(=O)C1=C(C)NC(C)=C([N+](=O)[O-])[C@@H]1c1ccccc1C(F)(F)F | -4.0% | 31.6µM* | 0.1% | 0.7% | -3.2%[25.6 µM] | · | -1.5% | · | -0.2% | 1.8% | -21.1% |
| 20 | CC(C(=O)N1CC2(C)CC1CC(C)(C)C2)N1C(=O)c2ccccc2C1=O (stereo not drawn) | -1.2% | -9.7% | -0.7% | -2.9% | -7.5% | 11.1% | 0.8% | · | 2.9% | 3.5% | 24.6% |
| 21 | CN(C)c1ccnc(NCc2ccccc2)c1C#N | -0.1% | -0.3% | -0.2% | -0.5% | 4.9% | -5.0% | -2.8% | i | -2.0% | 1.8% | 5.0% |
| 22 | CCCc1ncc(C(=O)c2ccc(OC)cc2)n1C | 0.6% | -0.3% | 0.5% | -0.8% | 10µM* | -1.3% | 1.1% | i | -2.3% | -6.0% | 13.0% |
| 23 | COc1cc(OC)c(-c2nc3cnccc3n2C)cc1OC | -0.5% | 5.0% | 0.3% | 0.5% | 5.7% | 1.8% | 0.5% | i | 1.9% | -3.6% | -7.0% |
| 24 | CC(NC(=O)C(c1ccccc1)c1ccccc1)C(=O)O (stereo not drawn) | 1.1% | 4.8% | 0.5% | 0.0% | 12.3% | -1.2% | 0.0% | i | 5.4% | -2.0% | 9.6% |
| 25 | OC(CNCc1ccco1)Cn1c2ccccc2c2ccccc21 (stereo not drawn) | -2.0% | -4.2% | -0.3% | 4.6% | ? | 4.0% | 0.6% | i | 11.4% | -1.7% | 24.2% |
| 26 | Cc1cc(N)ccc1-n1c(C)ccc1C | -0.9% | 25.1µM* | -12.4% | 0.8% | ? | 0.1% | -12.4% | i | -2.6% | -5.0% | -6.5% |
| 27 | Cn1nccc1/C=C(/C#N)S(=O)(=O)c1ccccc1 | -2.9% | 37.0% | -1.5% | 3.1% | -7.4% | -6.2% | -3.0% | i | -13.6% | 3.4% | 9.0% |
| 28 | O=C(NCCSCc1c(F)cccc1Cl)c1ccco1 | 0.8% | -3.2% | 0.6% | 0.6% | 5.3% | -8.5% | -3.3% | i | 13.8% | 4.6% | 10.6% |
| 29 | CCOC(=O)C1C2C=CC3(CN(c4cccc(Cl)c4)C(=O)C13)O2 (stereo not drawn) | 0.9% | 5.1% | 0.2% | -2.8% | 3.9% | · | -1.4% | · | 3.5% | 1.8% | 10.5% |
| 30 | COc1ccc(NC(=O)N[C@@H](CCSC)C(=O)O)cc1Cl | -0.9% | -3.7% | -0.6% | -7.0% | 1.6% | -2.5% | -0.1% | i | -9.8% | -1.6% | 4.6% |
| 31 | COc1ccc(C2CC(C(F)(F)F)n3nc(C(=O)O)cc3N2)cc1OC (stereo not drawn) | 0.5% | -9.9% | -0.3% | -0.2% | 3.1% | -4.5% | -0.9% | i | 2.8% | -6.1% | 6.4% |
| 32 | Cc1ccc(CNc2ccc3c(c2)OCO3)cc1 | ? | 193.0% | 2.3% | 17.0% | -23.9% | 35.9%[activator] | ? | i | 15.7% | 0.7% | -17.7% |
| 33 | Cc1ccc(C2CC(=O)Nc3cc4c(cc32)OCCO4)s1 (stereo not drawn) | -0.1% | 0.2% | 0.9% | -1.0% | -0.2% | 7.2% | -0.3% | i | 0.4% | -6.2% | 8.2% |

Results in Tau fil binding (2 entries from above):
item | Structure | Tau fil binding
23 | COc1cc(OC)c(-c2nc3cnccc3n2C)cc1OC | 5.0%
3 | CSc1nc(-c2ccccc2)nc2c1COC(C)(C)C2 | -9.0%
